From PubChem
OX1R antag-1: human HCRTR1 antagonism; O43613; CHO/OX1R cells, Fluo-8 calcium fluorescence, orexin A; inhibition, % at 5 µM; 330,000 tested, 0.43% active; AID 434989;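 active means inhibition above its plate's threshold, mean inhibition of all tested compounds on the plate plus 3 SD, cut at about 37% in these data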;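 further: 0% = orexin A challenge wells and 100% = SB-334867-A antagonist wells; not every result past the cut was called active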
Target sequence (O43613 whole entry, looked up): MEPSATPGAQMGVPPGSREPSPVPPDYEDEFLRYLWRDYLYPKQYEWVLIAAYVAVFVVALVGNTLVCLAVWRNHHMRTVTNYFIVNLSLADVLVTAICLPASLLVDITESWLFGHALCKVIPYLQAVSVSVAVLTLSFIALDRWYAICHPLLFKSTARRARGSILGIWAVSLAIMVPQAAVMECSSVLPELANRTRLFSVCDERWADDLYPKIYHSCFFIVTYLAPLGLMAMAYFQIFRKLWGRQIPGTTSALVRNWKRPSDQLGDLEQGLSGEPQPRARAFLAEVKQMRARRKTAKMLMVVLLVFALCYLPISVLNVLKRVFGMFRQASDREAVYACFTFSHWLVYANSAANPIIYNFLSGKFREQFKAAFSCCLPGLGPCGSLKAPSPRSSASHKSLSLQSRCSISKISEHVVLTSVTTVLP
STK33 inh: blocks human STK33 kinase activity; Q9BYT3; purified STK33, MBP phosphorylation, ADP-Glo luminescence; inhibition, % at 10 µM; 320,000 tested, 0.073% active; AID 2661;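 active means inhibition at or above 25%, using the most active replicate where run in duplicate; inactive means inhibition below 25%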
Target sequence (Q9BYT3 whole entry, looked up): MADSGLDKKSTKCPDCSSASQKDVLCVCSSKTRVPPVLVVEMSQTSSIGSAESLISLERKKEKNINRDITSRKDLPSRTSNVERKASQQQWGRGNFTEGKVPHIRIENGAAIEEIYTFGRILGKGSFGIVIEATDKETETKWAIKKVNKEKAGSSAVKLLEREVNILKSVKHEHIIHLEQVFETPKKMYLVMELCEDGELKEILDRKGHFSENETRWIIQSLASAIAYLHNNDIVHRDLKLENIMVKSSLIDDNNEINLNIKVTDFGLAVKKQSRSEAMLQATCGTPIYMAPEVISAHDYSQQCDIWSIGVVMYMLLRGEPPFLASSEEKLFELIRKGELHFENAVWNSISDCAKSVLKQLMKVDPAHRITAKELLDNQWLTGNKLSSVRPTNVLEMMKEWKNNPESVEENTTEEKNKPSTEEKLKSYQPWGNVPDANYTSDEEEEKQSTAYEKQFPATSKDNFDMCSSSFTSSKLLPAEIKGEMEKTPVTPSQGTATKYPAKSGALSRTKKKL
OX1R antag-2: antagonists of human orexin 1 receptor (OX1R); inhibition, % at 6.6 µM; 330,000 tested, 1.8% active; OX1R-expressing cells, FRET antagonist read-out; O43613; AID 485270; in the data active means inhibition mostly above about 38%, no sharp cut-off; inactive means mostly below about 40%;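 further: 0% = agonist challenge alone and 100% = reference antagonist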
Starred values were filed as active, the others as inactive; nt = not tested or not shown.

SMILES	OX1R antag-1	STK33 inh	OX1R antag-2
CCOc1ccc(/C=C/C(=O)Nc2ccc3[nH]c(=O)[nH]c3c2)cc1	-8	-2.0	-1
CCCN1C(=O)c2ccccc2NC1c1ccc(C)cc1 (configuration not stated)	-18	-1.6	18
O=C(CCN1C(=O)c2cccc3cccc(c23)C1=O)NCc1cccnc1	-28	-0.7	47*
COc1ccc(C(=O)NCCn2ccc3ccccc32)cc1OC	-11	-1.5	2
COC(=O)c1sccc1NC(=O)Nc1cccc(C(C)=O)c1	13	3.1	82*
Brc1ccccc1OCCN1CCCC1	-7	-12	1
COc1cc(CN2CCNC(=O)C2CC(=O)N(C)CCCN2CCOCC2)cc(OC)c1 (configuration not stated)	5	-1.3	20
Cc1ccc2c(c1)N(Cc1ccncc1)C(=O)C(C)O2 (configuration not stated)	2	-1.3	8
CCn1c2ccccc2c2cc(NC(=O)N3CCOCC3)ccc21	-16	2.2	53
Cc1cc(=O)nc2c3ccccc3n(C(C)C(=O)NCCC(C)C)n12 (configuration not stated)	-26	0.4	6
COc1ccc2c(c1)sc(=N)n2CC(=O)Nc1cc(C)cc(C)c1	-7	-0.6	15
COc1ccccc1CNC(=O)COC(=O)c1cccs1	-5	-1.0	2
CC(=O)Nc1cccc(OCC(=O)/C=C2\N(C)c3ccccc3C2(C)C)c1	24	nt	8
Fc1ccc(NC(=S)N2CCCc3ccccc32)cc1	-8	-0.2	5
CCOC(=O)N1CCC(N2C(=O)c3ccccc3C2Nc2ccccc2C)CC1 (configuration not stated)	-30	-0.9	2
COc1ccc(N(CC(=O)NCc2cccnc2)S(=O)(=O)c2c(C)nn(C)c2C)cc1	-18	0.5	1
Cc1ccc(NC(=O)CN2C(=O)CCSc3ccc(S(=O)(=O)N4CCCC4)cc32)cc1C	-19	-1.6	-2
Cc1nn(C)cc1/C=N/NC(=O)Cn1nnc(N)n1	1	-1.5	7
CN1CCN(C(=O)CCN2C(=O)S/C(=C/c3ccc(Cl)cc3)C2=O)CC1	-5	-1.7	27
Cc1ccccc1OCCCCn1c(CO)nc2ccccc21	-1	0.0	6
COc1ccc(NC(=O)c2cc(CC(C)C)nc3ccccc23)cc1	-31	-1.4	-1
Cc1ccccc1N(CC(=O)NCc1ccc2c(c1)OCO2)C(=O)CCC(=O)Nc1ccccn1	-9	-0.5	20
COc1ccccc1NC(=O)c1cc(C(=O)Nc2ccccc2OC)cc(N2C(=O)CCC2=O)c1	-8	2.0	10
Cc1cc(C)c(NC(=O)COC(=O)c2ccncc2)c(C)c1	-9	-0.6	8
Cn1c(=O)n(Cc2ccccc2F)c(=O)c2c1nc1n2CCCN1CCc1ccccc1	-21	-2.5	12

Ordered by heavy-atom count (highest first): 5 of the compounds above
SMILES	OX1R antag-1	STK33 inh	OX1R antag-2
COc1cc(CN2CCNC(=O)C2CC(=O)N(C)CCCN2CCOCC2)cc(OC)c1 (configuration not stated)	5	-1.3	20
CN1CCN(C(=O)CCN2C(=O)S/C(=C/c3ccc(Cl)cc3)C2=O)CC1	-5	-1.7	27
CCOc1ccc(/C=C/C(=O)Nc2ccc3[nH]c(=O)[nH]c3c2)cc1	-8	-2.0	-1
Cc1ccccc1OCCCCn1c(CO)nc2ccccc21	-1	0.0	6
COc1ccccc1CNC(=O)COC(=O)c1cccs1	-5	-1.0	2

Later entries.
SMILES	OX1R antag-1	STK33 inh	OX1R antag-2
O=C1NC(=O)c2cc(NC(=O)C3CCCCC3)ccc21	3	0.8	17
COc1ccccc1-c1nnc(SCC(=O)Nc2cc(C)on2)o1	-14	-0.5	24
Cc1ccc(-n2c(CNc3ccc(F)cc3)nnc2SCC(=O)NCc2ccco2)cc1	-23	-1.9	21
CCC(=O)c1cn(CC(=O)Nc2ccc(C)cc2C)c2ccccc12	-23	-0.2	16
CSc1nc2sc3c(c2c(=O)n1C)CCC3	-24	-0.5	7
Nc1cc(=O)[nH]c(SCC(=O)Nc2cc(Cl)cc(Cl)c2)n1	-10	0.0	6
CCCCn1c(N)c(N(Cc2ccccc2OC)C(=O)C2=COCCO2)c(=O)[nH]c1=O	-1	-1.3	10
Cc1nnc(NC(=O)NCN2C(=O)C3C4C=CC(C4)C3C2=O)s1 (configuration not stated)	-4	-1.1	17
Clc1ccc(-c2nnc3c4ccccc4nc(N4CCOCC4)n23)cc1Cl	-12	-1.8	18
CCOC(=O)c1cn2nc(N3CCCCC3)ccc2n1	-10	0.9	2
COCCNC(=O)/C(C#N)=C/c1c(N2CC(C)OC(C)C2)nc2ccccn2c1=O (configuration not stated)	6	-1.3	40
O=c1[nH]nc(CNc2ccc(OC(F)(F)F)cc2)c2ccccc12	-9	3.3	9
OCCN1CCN(c2nc(-c3ccccc3O)nc3ccccc23)CC1	-21	40*	4
N#Cc1ccc(CN2C=NS(=O)(=O)c3ccccc32)cc1	-18	-0.3	8
FCCCOc1ccc(-c2nccc(-c3ccc(F)cc3)n2)cc1	-51	1.9	29
O=C(NNC(=S)Nc1ccccc1)c1ccc(O)cc1	-8	0.2	11
Cn1c(CNC(=O)c2ccc(Cl)c(Cl)c2)nnc1SCC(=O)Nc1sc2c(c1C#N)CCCC2	-13	1.3	4
C=CCC1(Cl)C(=O)C(Cl)=C(N2CCOCC2)C1(OC)OC (configuration not stated)	-11	-2.0	30
O=C(Nc1ccc2c(c1)OCCO2)C1CCN(S(=O)(=O)Cc2ccccc2)CC1	-22	-1.1	0
O=C1OCCC1Sc1nc2ccccc2n1Cc1ccccc1 (configuration not stated)	-16	-1.2	27
O=C1c2ccccc2C(=O)N1CCCOCc1c[nH]c(=O)[nH]c1=O	-9	-1.5	18
CN1C(=O)NC(NC(=O)c2cccs2)(C(F)(F)F)C1=O (configuration not stated)	0	-1.2	15
Cc1cccc2cc(/C=N/NC(=O)CN3CCCCC3)c(Cl)nc12	-9	-2.1	11
CCOC(=O)C1CCN(C(=O)c2cn(C)c(=O)c3cc(OC)c(OC)cc23)CC1	3	-0.8	17
COc1ccccc1/C=N/NC(=O)C(=O)N1CCN(c2ccccc2OC)CC1	-12	0.6	28

Marked active in STK33 inh (from the list above):
SMILES	OX1R antag-1	STK33 inh	OX1R antag-2
OCCN1CCN(c2nc(-c3ccccc3O)nc3ccccc23)CC1	-21	40*	4

(list continues)
SMILES	OX1R antag-1	STK33 inh	OX1R antag-2
CCOc1ccc(NS(=O)(=O)c2ccc(NS(=O)(=O)c3ccc(SC)cc3)cc2)cc1	-14	5.8	4
O=S(Cc1cc(Oc2ccccc2)nc(-c2ccccc2)n1)c1ccccc1 (configuration not stated)	-38	-1.2	21
Cn1c(NC(=O)/C=C/c2ccco2)cc(=O)n(C)c1=O	-17	1.1	26
CC1=CC(=O)C=C(C)C1=NOc1ccc([N+](=O)[O-])cc1	-4	0.8	25
O=C(NCc1ccco1)C(=O)N1CCCC1	-9	1.2	7
CC1Cc2ccccc2N1Cc1nc2cc(C(F)(F)F)ccc2c(=O)[nH]1 (configuration not stated)	-26	-1.1	24
COc1ccc(OCCNC2CCCC2)cc1	3	-2.3	2
CCC1CCCCN1S(=O)(=O)c1ccc(NC(=O)CSc2ncccc2C(=O)O)cc1 (configuration not stated)	-9	nt	20
CCOC(=O)c1cnn(Cc2ccccc2)c1N	-10	-0.1	9
O=C(COC(=O)c1ccc[nH]c1=O)NC1CCCc2ccccc21 (configuration not stated)	-12	-2.1	11
O=c1[nH]c(/C=C/c2ccc(OC(F)F)cc2)nc2c1cnn2-c1ccccc1	-8	-1.3	2
Cc1cc[n+](CC(=O)Nc2cc(C(F)(F)F)ccc2Cl)cc1	8	-0.1	13
CCOc1ccc(S(=O)(=O)N2CCOCC2)cc1NC(=O)CN1C(=O)NC2(CCCCC2)C1=O	-32	0.2	12
CCn1ncc(Br)c1C(=O)Nc1nccs1	-8	-0.4	-4
CN(C)/C=C/C(=O)/C=C/c1ccc(Cl)cc1	-22	0.6	4
Cc1ccc(NC(=O)NCC(c2ccccc2)N(C)C)cc1 (configuration not stated)	-35	-1.6	2
O=C(CSc1nc2ccc(NC(=O)CSc3nnnn3-c3ccccc3)cc2s1)Nc1ccccc1	8	-0.5	18
Cc1ccc(CNc2ccc(S(=O)(=O)N3CCOCC3)cc2[N+](=O)[O-])cc1	-4	-1.0	14
Cc1nc2c(Br)c3nc(C(F)(F)F)[nH]c3c(Br)c2[nH]1	-21	2.0	11
Cc1c(C(=O)Nc2nnc(SCc3ccccc3Cl)s2)cccc1[N+](=O)[O-]	-5	-0.5	-5
COc1ccc(C)cc1NC(=O)Nn1cnnc1	-5	-1.4	7
CC(C)(C)OC(=O)C[C@H]1C/C=C\C[C@H](CC(=O)NCCO)C(=O)N2CCC[C@@H]2COC1=O	-12	-0.9	14
O=C(NCCc1ccccc1)c1ccc(CS(=O)Cc2cccc(Cl)c2)o1 (configuration not stated)	-34	-1.8	2
COc1ccccc1NC(=O)COc1ccc(C(=O)OCC(=O)NC(C)(C)C)cc1OC	-24	0.1	30
COc1ccc(N=Cc2c(O)c3ccccc3oc2=O)cc1	-23	0.9	9

Carrying on:
SMILES	OX1R antag-1	STK33 inh	OX1R antag-2
CN(C)c1nc(SCC(=O)Nc2ccccc2)nc(N2CCOCC2)n1	-26	0.5	8
O=C(NCCc1ccccc1)C1CC1	-8	-0.2	1
Cc1oc(C(C)(C)C)cc1C(=O)NC1CCN(Cc2ccccc2)CC1	-21	-0.5	10
Cc1cnc(C(=O)OCC(=O)c2ccc(-c3ccccc3)cc2)cn1	-13	1.2	10
O=C(CSc1ncccn1)N/N=C/c1cccc([N+](=O)[O-])c1	-10	-2.1	72*
O=C(NCCC1CCCCN1S(=O)(=O)c1ccc(Cl)cc1)C(=O)NCc1cccnc1 (configuration not stated)	-36	1.0	13
C=CC[C@]12CCc3ccccc3C1N(c1ccc(C(=O)OCC)cc1)C2=O (some centres not stated)	10	-0.7	13
Nc1ccccc1C(=O)NCCCN1CCOCC1	-5	-1.9	-5
Fc1ccc(-c2[nH]ncc2CN2CCN(c3ccc(F)cc3)CC2)cc1	-13	-0.8	11
Cc1ccc(NC2=Nc3ccccc3CS2)cc1	-28	-0.9	12
Cc1cccn2c(=O)c(/C=C(\C#N)C(=O)NC3CCS(=O)(=O)C3)c(Oc3ccc(F)cc3)nc12 (configuration not stated)	-22	-4.3	18
O=C(O)c1cccc(Cn2cc(Br)cn2)c1	-7	-0.1	7
CC1=NNC(=O)C1CC(=O)N/N=C(\C)c1ccco1 (configuration not stated)	-15	-0.4	7
COC(=O)c1cc(S(=O)(=O)NCC2CCN(Cc3ccccc3F)CC2)c[nH]1	1	-1.5	15
COc1cc(C(=O)NC(=S)NCc2ccco2)cc(OC)c1OC	-23	-0.3	-4
Cc1nnc(SCC(=O)NC2CCCC(C)C2C)n1N (configuration not stated)	-5	-2.1	-1
Oc1ccccc1CNc1ccc(OC(F)(F)F)cc1	17	-0.6	19
OC(c1ccccc1)c1nccn1Cc1ccccc1 (configuration not stated)	-5	0.4	7
CCc1ccc(NC(=O)C2CCCN2S(=O)(=O)c2ccc3c(c2)C(C)(C)C(=O)N3C)cc1 (configuration not stated)	-2	0.1	1
Cn1nnc(NC(=O)c2ccc3ccccc3c2)n1	-22	1.3	9
O=C(NCC(c1ccco1)N1CCCC1)c1cccc(S(=O)(=O)Nc2ccc(Br)cc2)c1 (configuration not stated)	-2	-0.2	4
COCC(=O)Nc1ccccc1Br	-6	0.1	20
O=C1CSC(=S)N1/N=C/c1cc(Br)ccc1O	-2	-0.7	1
COc1cccc(C2CC(C(F)(F)F)n3ncc(C(=O)NC(C)(C)C)c3N2)c1 (configuration not stated)	-37	-1.8	0
CCOc1ccccc1NC(=O)CN1C(=O)COc2ccc(Cl)cc21	1	-1.3	29

(list continues)
SMILES	OX1R antag-1	STK33 inh	OX1R antag-2
CC(Sc1nnc(C(F)(F)F)n1C)C(=O)NC(N)=O (configuration not stated)	-9	-0.2	7
O=C(NN1C(=O)c2ccccc2NC1c1ccccn1)c1ccccc1 (configuration not stated)	-8	-0.9	12
Cc1ccsc1CN(C)C(=O)CN1C(=O)NC2(CCCc3ccccc32)C1=O (configuration not stated)	-9	1.5	4
COc1ccc(-c2nc3ccccn3c2NC2CCCCC2)cc1SC1CCCCC1	-60	0.1	9
CC(C)(C)NC(=O)C1CCN(C(=O)c2ccc(-c3ccccc3)cc2)CC1	-3	-0.3	22
O=C(c1cccs1)N1CCN=C1SCc1cccc(F)c1	1	1.3	18
O=C(NCCCc1ccncc1)C1CCC(=O)N(Cc2ccc(Cl)cc2)C1 (configuration not stated)	-8	-2.5	-3
COc1ccccc1/C=C(/CC(=O)NCc1ccc(F)cc1)c1nc2ccccc2s1	-7	5.7	46
O=S(=O)(Nc1ccc2ccccc2n1)c1ccccc1Cl	3	-0.4	8
O=C(NCCS(=O)(=O)c1ccc(Br)cc1)c1ccc(Cl)cc1Cl	-22	-0.6	0
CCN(CC)c1ccc(CN2CCCCCC2)cc1	-19	-1.5	22
CS(=O)(=O)Nc1ccc(C(=O)NCCc2ccccc2)cc1	-7	-1.5	8
O=C(/C=C/c1cccs1)NC(=S)Nc1ccc(C(=O)O)cc1	-1	2.2	-1

Single entries from above.
Value of CC(Sc1nnc(C(F)(F)F)n1C)C(=O)NC(N)=O (configuration not stated) in OX1R antag-2: 7
Value of O=C(NCCCc1ccncc1)C1CCC(=O)N(Cc2ccc(Cl)cc2)C1 (configuration not stated) in STK33 inh: -2.5

One compound at a time (already shown):
`O=C(c1cccs1)N1CCN=C1SCc1cccc(F)c1` is entered as OX1R antag-1: 1; STK33 inh: 1.3; OX1R antag-2: 18
`CCN(CC)c1ccc(CN2CCCCCC2)cc1` is entered as OX1R antag-1: -19; STK33 inh: -1.5; OX1R antag-2: 22
